HIF-2a block – HIF-2a reporter inhibitors, primary screen, luminescence, 786-0 RCC cells; inhibition, % at 18.8 µM; AID 624352, 2012; 0.72% of 360,000 active; 786-0 RCC cells HIF-2a reporter, luciferase luminescence, overnight;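 active = inhibition of the luminescence signal of 40% or more relative to plate controls, in a single-dose primary screen at 18.75 µM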
NR2E3 ag-1 – NR2E3 agonists in two-hybrid cells, primary screen, cell-based, luminescence, CHO-S, Gal4-NCOR/VP16-NR2E3 | Photoreceptor-specific nuclear receptor (Homo sapiens), Q9Y5X4 | luciferase | inhibition of corepressor binding, % at 3.98 µM | AID 602229, 2012 | 0.35% of 360,000 active;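 active = inhibition above the mean of all tested compounds plus 3 SD, cut at about 70% in these data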;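 also: 0% = DMSO with NR2E3 transfected cells and 100% = cells lacking NR2E3 construct; higher means lower luciferase signal from less NR2E3 corepressor binding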
Target sequence (Q9Y5X4 whole entry, looked up, the tested form may be a part): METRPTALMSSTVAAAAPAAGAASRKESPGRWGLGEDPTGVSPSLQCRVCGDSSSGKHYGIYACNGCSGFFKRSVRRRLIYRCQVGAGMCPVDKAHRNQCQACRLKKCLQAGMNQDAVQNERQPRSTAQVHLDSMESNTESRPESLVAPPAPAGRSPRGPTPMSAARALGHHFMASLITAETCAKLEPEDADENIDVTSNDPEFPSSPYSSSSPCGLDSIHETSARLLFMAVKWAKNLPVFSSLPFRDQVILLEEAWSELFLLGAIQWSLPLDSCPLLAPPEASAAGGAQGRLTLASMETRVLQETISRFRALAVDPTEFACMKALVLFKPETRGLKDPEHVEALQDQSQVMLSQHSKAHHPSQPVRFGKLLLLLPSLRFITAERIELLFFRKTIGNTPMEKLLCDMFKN
NR2E3 ag-2 – inhibitors of NR2E3-RetCOR corepressor binding, primary screen, NR2E3 agonist project, biochemical, TR-FRET, GST-NR2E3, biotin-RetCOR | Photoreceptor-specific nuclear receptor (Homo sapiens), Q9Y5X4 | 1536-well | inhibition of corepressor binding, % at 4.78 µM | 0.12% of 320,000 active | AID 2300, 2010;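 active = percent inhibition above the cutoff of mean plus 3 SD of all tested compounds, set per screening campaign, cut at about 20% in these data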;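 also: 0% = DMSO wells and 100% = biotin wells as full block of FRET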
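Test system: GST-NR2E3 and biotin-RetCOR proteins | Quantity: 1.35 nM GST-tagged NR2E3 final | Medium: Tris pH 7.5 | Also added: 7 nM biotin-RetCOR | Dosing: Compound at 4.8 µM, single dose | Timing: 5 h at 4 °C | Detection: Time-resolved FRET | Read-out basis: Percent inhibition | Benchmarks: Biotin wells as high control, 0.6% DMSO wells as low control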
TRPM1 prom inh – inhibitors of MITF-dependent TRPM1 promoter reporter, primary screen, cell-based, SK-MEL-5, single point, luciferase; SK-MEL-5 TRPM1 promoter luciferase, 24 h; inhibition, % at 12.5 µM; 0.83% of 330,000 active; AID 488899, 2010;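 active = mean inhibition across replicates of 60% or more, whatever share of single replicates reaches that level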; also: values of inactives mirror those of a sister screen read the other way
hiPSC survival – enhancers of single-cell hiPSC survival, primary screen, ATPlite luminescence; 100% = ROCK inhibitor wells, 0% = DMSO; survival enhancement, % at 20 µM; AID 602274, 2012; 0.044% of 360,000 active; in the data active = survival enhancement above about 18%;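 also: cells exposed to compounds for 16 hours before the ATP read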
Shn3 3UTR inh – reduction of Shn3 3'UTR firefly luciferase signal, primary screen, Schnurri-3 inhibitor project, cell-based, Clone20 osteoblasts, set 2 | inhibition, % at 12.5 µM | 0.52% of 360,000 active | Clone20 osteoblast Shn3 3'UTR firefly luciferase, 24 h;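 active = mean inhibition of at least 75% with every replicate also reaching 75%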;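 also: 0% = median of neutral control wells and 100% = pilot-screen positive control compound; some compounds past the cut are filed as inactive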
CF NFkB inh – inhibitors of PAF-induced NF-kB signaling, primary screen, cell-based, GFP fluorescence, uHTS; inhibition, % at 5 µM; KKLEB NF-kB-GFP reporter, GFP fluorescence overnight; 0.86% of 360,000 active;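 active = at least 50% inhibition at 5 µM, scaled per plate between neutral and stimulator controls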;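 also: PAF is a Pseudomonas aeruginosa culture filtrate used as stimulus; plate controls were PAF-stimulated DMSO wells for no effect and unstimulated DMSO wells for full effect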
EBV LMP1 NFkB – EBV LMP1-driven NF-kappaB luciferase reporter inhibitors, primary screen, cell-based, luminescence, single point. LMP1-induced NF-kappaB luciferase reporter cells. inhibition, % at 12.5 µM. 0.69% of 350,000 active; in the data active = inhibition above about 41%;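 also: 0% = neutral control wells and 100% = reference inhibitor control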
KKLEB cytotox – cytotoxicity in KKLEB CF airway cells, primary screen, cytotoxicity control for CF NF-kB inhibitor project, cell-based, uHTS, fluorescence assay plates. KKLEB CF airway cells viability, ATPlite luminescence, overnight; stronger effect = lower value; cells stimulated with P. aeruginosa culture filtrate. 0.36% of 360,000 active. AID 602141, 2011. activity change (cytotoxicity), % at 5 µM;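 active = corrected activity change at or below -50% at 5 µM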
Peg3 prom inh – Peg3 promoter-driven luciferase inhibitors, primary screen, cell-based, HeLa, luciferase luminescence; HeLa PEG-Prom luciferase reporter, overnight; inhibition, % at 20 µM; 1.7% of 360,000 active; AID 588405, 2011;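 active = inhibition of at least 50% at 20 µM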
C8 TRAIL sens – viability loss with TRAIL in NB7+C8 cells, primary screen, TRAIL sensitizer project, cell-based, ATPlite luminescence; inhibition (viability loss, TRAIL sensitization), % at 10 µM; 1% of 360,000 active; AID 624354, 2012;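 active = compounds causing at least 50% loss of cell viability in the single-dose screen, relative to plate controls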
Active calls of the source: *; · = not tested or not shown. This is a subset. The share of hits here may be higher or lower than overall.

Each structure is followed by: TRPM1 prom inh	hiPSC survival	C8 TRAIL sens	Shn3 3UTR inh	KKLEB cytotox	EBV LMP1 NFkB	Peg3 prom inh	NR2E3 ag-1	HIF-2a block	NR2E3 ag-2	CF NFkB inh
- CC(C)OC(=O)CSc1nnc2c3ccccc3n(C)c2n1
 : 0	0.2	-4	17	-7	2	-9	-29	-2	3	-26
- Cc1ccc(C(=O)CCC(=O)N2CCN(C/C=C/c3ccccc3)CC2)cc1
 : ·	-4.2	7	26	-2	-1	7	7	-1	·	-20
- COCCNC(=O)C(c1ccc(C)cc1)N(CCOC)C(=O)CCC(=O)Nc1ccccn1 (stereo not given)
 : -7	-0.2	-11	6	8	-11	4	-1	7	-1	-17
- Cc1csc(NC(=O)CSc2nnc3ncccn23)n1
 : 5	1.1	-7	-8	2	-26	-9	-10	-11	1	1
- Cn1cnnc1SCc1ccc(C(=O)N/N=C/c2cccs2)cc1
 : -22	-0.6	28	-17	-12	-4	-21	6	-61	0	8
- COC(=O)c1ccc(C2C(Oc3ccccc3)C(=O)N2CCc2ccc(OC)c(OC)c2)cc1 (stereo not given)
 : 12	0.2	-4	-20	-26	7	15	7	-2	0	20
- CC(C)C(C)(C#N)NC(=O)CSc1nnc(C(F)(F)F)n1C (stereo not given)
 : -15	-0.7	0	-14	9	0	3	-27	11	0	-17
- O=[N+]([O-])c1cccc(-c2csc(Nc3ccccc3)n2)c1
 : -36	-0.5	4	-31	-9	-93	-235	-22	-234	2	-11
- COc1ccc(S(=O)(=O)N2CCC(C(=O)NCCC(=O)Nc3ccccc3OC)CC2)cc1
 : ·	-2.1	3	4	3	1	-12	13	6	·	-15
- O=C(NNS(=O)(=O)c1ccc([N+](=O)[O-])cc1)c1ccc([N+](=O)[O-])cc1
 : 10	-0.1	5	-1	2	-2	11	-5	1	-3	3
- CC(C)(c1ccccc1)c1ccc(OCCN)cc1
 : -6	2.9	2	-6	-27	-2	-6	15	-8	3	24
- CC(OC(=O)c1ccco1)C(=O)Nc1ccc(C(F)(F)F)cc1 (stereo not given)
 : -11	0.5	15	1	18	-2	-3	7	-25	3	-13
- CC(C)(C)[C@H]1COC(=O)CCC/C=C/C[C@H](CC(=O)N(CCO)Cc2ccccc2)C(=O)N1
 : 3	4.9	-8	8	10	0	4	3	5	·	-23
- COCCn1c(SCC(=O)NNC(=O)c2ccccc2)nc2ccccc21
 : 9	3.0	-14	8	-7	-4	14	12	3	·	-30
- CCCc1nnn(S(=O)(=O)c2ccc([N+](=O)[O-])cc2)c1CCC
 : 0	-1.3	0	-5	8	-1	8	6	-6	·	4
- O=C(NCc1ccc(F)cc1Cl)C1CCN(S(=O)(=O)N2CCC3(CC2)OCCO3)CC1
 : 3	-2.5	5	-4	5	7	13	-15	4	3	4
- Cc1nc2cc(-c3ccc(Cl)cc3)nn2c(NCCN(C)C)c1C
 : 8	-2.6	13	6	-6	-26	-24	-24	-174	-1	11
- C=CC[C@@H](CC(=O)NCCO)C(=O)NC[C@H](OC(=O)[C@@H](CC=C)CC(=O)OC(C)(C)C)c1ccccc1
 : 2	-4.3	-13	6	4	-2	-44	-9	-26	·	-15
- COc1ccc(OC)c(S(=O)(=O)N2CCCC(C(=O)N3CCCC3)C2)c1 (stereo not given)
 : 10	-0.2	-12	4	-6	-5	6	5	8	3	-22
- Cc1cc(NS(=O)(=O)c2cn(C)nc2C)no1
 : 6	-0.1	0	-9	20	1	8	-21	9	3	-5
- Cc1cc(C)cc(N(CC(=O)NCCSCc2ccco2)S(C)(=O)=O)c1
 : -6	-1.7	-11	16	-1	-8	8	13	16	1	8
- Cc1ccccc1OCC(=O)N/N=C/c1ccc(N2CCOCC2)o1
 : 11	0.1	-8	25	35	4	17	14	15	·	-95
- CC(=O)N1CCN(c2ccc(Oc3nnnn3-c3ccccc3)cc2)CC1
 : 6	0.7	1	6	-3	-4	0	-2	7	0	-3
- O=C(Nc1ccc2c(c1)CCC2)c1ccccc1
 : -30	-1.6	41	-18	6	-7	-246	-134	-141	7	-3
- CCC1(c2ccccc2)NC(=O)N(CC(=O)Nc2cc(S(=O)(=O)N3CCCCCC3)ccc2OC)C1=O (stereo not given)
 : 6	-0.1	21	15	-1	2	54*	-6	24	3	1
- S=c1[nH]nc(SCc2ccccc2)c2[nH]cnc12
 : -31	0.3	0	-5	1	-6	-222	-99	-179	·	3
- Oc1ccc2ccccc2c1CNc1cnc2ccccc2c1
 : 6	-0.8	4	-3	-21	-10	-32	-46	-121	2	18
- Clc1ccc(-c2c[n+]3c(n2-c2ccccc2)SCC3)cc1
 : 4	1.7	5	14	2	-1	-5	-10	3	0	-6
- CCC(=O)Nc1ccc2c(c1)ncn2-c1ccccc1OC
 : 0	-1.7	0	15	-2	1	-3	-9	-16	1	-4
- CCOc1ccccc1-c1nc(-c2cccc(Br)c2)no1
 : -19	-3.3	-4	-16	-8	-19	-93	-17	-111	-7	-1

Structures above marked active in Peg3 prom inh:
SMILES,TRPM1 prom inh,Shn3 3UTR inh,EBV LMP1 NFkB,Peg3 prom inh,NR2E3 ag-1,HIF-2a block,NR2E3 ag-2,CF NFkB inh
CCC1(c2ccccc2)NC(=O)N(CC(=O)Nc2cc(S(=O)(=O)N3CCCCCC3)ccc2OC)C1=O (stereo not given),6,15,2,54*,-6,24,3,1

As entered above:
Entry for `CCC1(c2ccccc2)NC(=O)N(CC(=O)Nc2cc(S(=O)(=O)N3CCCCCC3)ccc2OC)C1=O` (stereo not given) in Peg3 prom inh: 54*
Entry for `COc1ccc(OC)c(S(=O)(=O)N2CCCC(C(=O)N3CCCC3)C2)c1` (stereo not given) in hiPSC survival: -0.2
Entry for `Cc1nc2cc(-c3ccc(Cl)cc3)nn2c(NCCN(C)C)c1C` in HIF-2a block: -174

Further compounds:
Each structure is followed by: TRPM1 prom inh	hiPSC survival	C8 TRAIL sens	Shn3 3UTR inh	KKLEB cytotox	EBV LMP1 NFkB	Peg3 prom inh	NR2E3 ag-1	HIF-2a block	NR2E3 ag-2	CF NFkB inh
- CC(C)OC(=O)NCCOC(=O)Nc1ccccc1Cl
 : -2	-1.1	1	4	7	-1	-7	-18	-4	4	-10
- CCOc1ccc(NC(=O)c2sc(NC(C)=O)c(C(=O)OC)c2C)cc1
 : -5	0.8	-9	-17	0	-14	-7	-29	-52	0	6
- Cc1ccc(C)c(NC(=O)CN(C)C(=O)Cc2ccccc2)c1
 : 4	-2.7	2	8	-9	-6	-2	-8	15	-5	24
- CCN1C(=O)CSC1=Nc1cccc(C(=O)O)c1
 : -1	-0.5	3	-10	1	-1	-6	5	28	3	-16
- COc1ccccc1N1CCN(S(=O)(=O)c2ccc([N+](=O)[O-])cc2)CC1
 : ·	3.5	11	-4	8	6	-1	-48	-11	·	15
- O=C(CCNC(=O)N1CC(=O)Nc2ccccc21)NCc1cccc(C(F)(F)F)c1
 : ·	3.5	-8	-8	7	16	5	-37	8	·	-13
- Cn1c(C(=O)NCC2CCCO2)cc2oc3ccccc3c21 (stereo not given)
 : -49	0.5	6	-39	1	-20	-302	-113	-262	0	-9
- O=C(CSc1nc2ccccc2o1)N1CCN(C(=O)c2ccco2)CC1
 : -4	1.0	1	-1	-2	-2	0	1	1	4	-23
- C=CCn1c(-c2ccc(Cl)cc2)cnc1SC(C)C(N)=O (stereo not given)
 : 9	-0.9	-1	-29	-15	0	4	-5	3	1	8
- CN(C(=O)c1cccc(NC(=O)Cc2cccc(NC(=O)C3CCCN(C(=O)C4CCCCC4)C3)c2)c1)C1CC1 (stereo not given)
 : 8	-0.9	0	12	21	-2	5	-20	1	·	-6
- CCOc1ccc2nc(N(CCN(C)C)C(=O)c3ccc4c(c3)CCCC4)sc2c1
 : -2	0.7	3	20	-1	-9	-48	-20	-34	1	27
- O=C(NCCCNC(=O)c1cc(Cl)ccc1Cl)c1ccco1
 : 6	0.1	-8	7	-1	-8	-8	-1	16	5	8
- CC(=O)N1CCN(c2ccccc2NC(=O)COc2ccccc2C)CC1
 : -10	0.7	-9	28	-11	3	15	-6	17	0	15
- CCOC(=O)c1sc(NC(=O)CC2OC(=O)c3ccccc32)nc1C (stereo not given)
 : 7	0.5	-9	11	-1	4	-30	-48	-52	·	9
- COc1cc(-c2noc(C)c2C#Cc2ccccn2)cc(OC)c1OC
 : 21	-1.5	10	10	-7	5	-3	5	-13	0	11
- COc1ccc(C(=O)COC(=O)CCc2nc3ccccc3[nH]c2=O)cc1Br
 : 0	-2.4	-4	2	-5	-1	0	-4	6	-1	8
- CCCN1C(=O)CSC1=Nc1ccccc1
 : 22	2.1	-4	-21	-4	-24	15	-5	11	5	6
- O=C(Nc1ccc(-c2nnc(-c3ccccc3)o2)cc1)C(F)(F)F
 : -62	-3.7	11	-40	-1	-14	-234	-56	-170	0	3
- COc1ccc(C(=O)NCCCNC(=O)c2ccccn2)cc1
 : 5	0.6	0	4	4	-4	-2	-21	6	0	7

Part of the list above, field by field:
> CN(C(=O)c1cccc(NC(=O)Cc2cccc(NC(=O)C3CCCN(C(=O)C4CCCCC4)C3)c2)c1)C1CC1 (stereo not given)
- TRPM1 prom inh: 8
- hiPSC survival: -0.9
- C8 TRAIL sens: 0
- Shn3 3UTR inh: 12
- KKLEB cytotox: 21
- EBV LMP1 NFkB: -2
- Peg3 prom inh: 5
- NR2E3 ag-1: -20
- HIF-2a block: 1
- NR2E3 ag-2: ·
- CF NFkB inh: -6
> C=CCn1c(-c2ccc(Cl)cc2)cnc1SC(C)C(N)=O (stereo not given)
- TRPM1 prom inh: 9
- hiPSC survival: -0.9
- C8 TRAIL sens: -1
- Shn3 3UTR inh: -29
- KKLEB cytotox: -15
- EBV LMP1 NFkB: 0
- Peg3 prom inh: 4
- NR2E3 ag-1: -5
- HIF-2a block: 3
- NR2E3 ag-2: 1
- CF NFkB inh: 8
> COc1ccccc1N1CCN(S(=O)(=O)c2ccc([N+](=O)[O-])cc2)CC1
- TRPM1 prom inh: ·
- hiPSC survival: 3.5
- C8 TRAIL sens: 11
- Shn3 3UTR inh: -4
- KKLEB cytotox: 8
- EBV LMP1 NFkB: 6
- Peg3 prom inh: -1
- NR2E3 ag-1: -48
- HIF-2a block: -11
- NR2E3 ag-2: ·
- CF NFkB inh: 15

Assay outcomes: PubChem, several laboratories
